LDHA block: inhibitors of human lactate dehydrogenase A | purified LDHA, NADH/diaphorase-resazurin fluorescence; stronger effect = lower value | activity change, % (values are at about 110 or 230 µM) | hit rate 0.15% among 480,000 | AID 1347041; in the data active = activity change below about -30%; inconclusive = mostly about -25% to -30%;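 also: plate controls were DMSO wells for no effect and wells without enzyme for full effect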
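LDH5 2 nM; NADH 0.06 mM, pyruvate 0.2 mM; 200 mM Tris pH 7.4, EDTA, Tween-20; 5 min RT. Detection: diaphorase 0.133 mg/mL + resazurin 37 µM, fluorescence ex540/em590 at 0 and 20 min; normalized to enzyme-free and DMSO wells.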
IDH1 R132H inh: human IDH1 R132H inhibition; IDH1-R132H enzyme, NADPH consumption, diaphorase/resazurin fluorescence; Potency, µM (series often up to 76.6 µM), without a hit: at the highest dose activity change, negative = inhibition, usual class: inhibitors; hit rate 0.093% among 390,000; O75874; AID 602179; also: potency is read from the fitted curve at half-maximal effect; % is scaled to controls: 0 for no effect and ±100 for the full control effect; nearly all actives have a fitted effect of over 65% in size
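IDH1-R132H (0.5 ug/mL) preincubated 30 min with compound, then NADPH (0.016 mM) and alpha-KG (2 mM) added; 80 min at RT, pH 7.5. Remaining NADPH coupled via diaphorase/resazurin to fluorescence (540/590 nm); concentration-response curves normalized to no-enzyme control.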
rTrxR1 inhibitor: rat TrxR1 inhibition | O89049 | recombinant rTrxR1, NADPH fluorescence consumption, selenite substrate | Potency, µM (doses to about 114 µM), for the others: top-dose activity change, negative = inhibition, actives largely listed as inhibitors | hit rate 1% among 390,000 | AID 588453; also: potency is read from the fitted curve at half-maximal effect; % is scaled to controls: 0 for no effect and ±100 for the full control effect; nearly all actives have a fitted effect of over 65% in size
Target sequence (O89049 whole entry, looked up): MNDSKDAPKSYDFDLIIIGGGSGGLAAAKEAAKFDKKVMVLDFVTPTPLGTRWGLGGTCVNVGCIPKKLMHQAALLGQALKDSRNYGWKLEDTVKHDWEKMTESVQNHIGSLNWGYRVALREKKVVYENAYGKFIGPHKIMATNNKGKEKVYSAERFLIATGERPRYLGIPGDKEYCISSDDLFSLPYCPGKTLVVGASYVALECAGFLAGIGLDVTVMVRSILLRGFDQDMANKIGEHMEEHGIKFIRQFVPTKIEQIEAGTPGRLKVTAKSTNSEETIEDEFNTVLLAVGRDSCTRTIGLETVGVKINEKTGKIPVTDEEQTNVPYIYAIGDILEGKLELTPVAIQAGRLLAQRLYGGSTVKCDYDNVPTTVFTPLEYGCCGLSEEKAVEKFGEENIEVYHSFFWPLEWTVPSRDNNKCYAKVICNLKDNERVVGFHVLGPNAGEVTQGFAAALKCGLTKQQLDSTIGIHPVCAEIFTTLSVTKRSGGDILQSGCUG
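Rat TrxR1 (90 nM in the dispensed reagent) was pre-reduced with 400 uM NADPH for 5 min at room temperature, then incubated with compound for 15 min. After 400 uM selenite was added, NADPH fluorescence (Ex 340/Em 450 nm) was followed for 8 min.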
RGS4 inh: inhibitors of human regulator of G protein signaling 4. hit rate 0.039% among 390,000. Transcreener GDP fluorescence polarization, RGS4-accelerated GTP hydrolysis. AID 504845. P49798. Potency, µM (highest dose often 114 µM), for inactives: at the highest dose activity change, negative = inhibition, most hits filed as inhibitors; also: potency is read from the fitted curve at half-maximal effect; % is scaled to controls: 0 for no effect and ±100 for the full control effect; nearly all actives have a fitted effect of over 75% in size; some results filed as inactive show a strong effect at the top dose
Target sequence (P49798 whole entry, looked up): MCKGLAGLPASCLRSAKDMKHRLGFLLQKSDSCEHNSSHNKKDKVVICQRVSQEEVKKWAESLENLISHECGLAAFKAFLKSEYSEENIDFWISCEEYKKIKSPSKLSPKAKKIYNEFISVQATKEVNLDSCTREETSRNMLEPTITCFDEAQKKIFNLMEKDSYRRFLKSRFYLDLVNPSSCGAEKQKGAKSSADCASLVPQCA
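MLSMR compounds (23 nl, pin-transferred) preincubated 10 min at room temperature with a 500nM (2x) first reagent, then RGS4 at 900nM (2x) plus Transcreener GDP mix added; fluorescence polarization (620/688 nm) read before and after 90 min at 30 °C.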
TrxR1 substrate: substrates of rat thioredoxin reductase 1. hit rate 0.01% among 390,000. Potency, µM (titrated, usually from 114 µM), inactives show at the top dose activity change, negative = substrate turnover. AID 588456. purified TrxR1 substrate turnover, NADPH consumption readout. O89049; also: potency is read from the fitted curve at half-maximal effect; % is scaled to controls: 0 for no effect and ±100 for the full control effect; nearly all actives have a fitted effect of over 50% in size
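Rat TrxR1, dispensed at 90 nM, was prereduced with 400 uM NADPH (final) for 5 min at ~22 deg C, then incubated with compound 15 min before 400 uM selenite. A first-read NADPH fluorescence drop versus no-compound background flagged substrates.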
USP1 inh: USP1/UAF1 (human) deubiquitinase inhibition | hit rate 0.23% among 390,000 | O94782 | Potency, µM (highest dose often 57.1 µM), inactives show at the top dose activity change, negative = inhibition, hits mostly inhibitors | recombinant USP1/UAF1, Ub-Rhodamine cleavage fluorescence; also: potency is read from the fitted curve at half-maximal effect; % is scaled to controls: 0 for no effect and ±100 for the full control effect; nearly all actives have a fitted effect of over 60% in size; inactives centre near -12
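In this screen, compounds sit with the deubiquitinase complex (1nM) for 15 min at room temperature before Ub-Rho is added at 150nM final. Fluorescence rise is then followed for 6 reads every 60 seconds.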
Vif-APOBEC3F blk: inhibitors of Vif-A3F interaction; Potency, µM (doses to about 46.1 µM), without a hit: at the top dose activity, negative = active; AID 602313; HeLa A3F-eYFP + Vif (tagged APOBEC3F with the HIV-1 protein that degrades it), YFP fluorescence increase; hit rate 0.2% among 390,000; also: potency is read from the fitted curve at half-maximal effect; % of control where 0% means no effect; nearly all actives have a fitted effect of over 65% in size
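Fluorescence increase (Ex 488/Em 500-530) after overnight compound treatment at 37 deg C flags inhibition of Vif-driven A3F-eYFP loss in stable HeLa A3F-eYFP/Vif cells seeded overnight beforehand.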
GRP78 ERSR act: ER stress response induction in glioma. U87-MG GRP78 promoter luciferase reporter, 16 h. Potency, µM, without a hit: top-dose activation, usual class: activators. hit rate 0.02% among 420,000; also: potency is read from the fitted curve at half-maximal effect; series mostly up to about 76 µM; % of control where 0% means no effect; nearly all actives have a fitted effect of over 35% in size
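Stably transfected U87-MG glioma cells carrying a GRP78-based luciferase sensor; 16 h compound incubation. Luminescence end-point read 10 min after Bright-Glo addition at room temperature.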
Vif-A3G inh: blocks the Vif interaction with human APOBEC3G; hit rate 0.076% among 410,000; HeLa A3G-eYFP + Vif (tagged APOBEC3G with the HIV-1 protein that degrades it), YFP fluorescence, overnight; Potency, µM (top dose mostly 46.1 µM), for the others: at the top dose activity, negative = active, actives largely listed as inhibitors; AID 602310; Q9HC16;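 also: potency is read from the fitted curve at half-maximal effect; % is scaled to controls: 0 for no effect and ±100 for the full control effect; nearly all actives have a fitted effect of over 60% in size; hits raise eYFP signal because A3G escapes Vif-driven loss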
Target sequence (Q9HC16 whole entry, looked up): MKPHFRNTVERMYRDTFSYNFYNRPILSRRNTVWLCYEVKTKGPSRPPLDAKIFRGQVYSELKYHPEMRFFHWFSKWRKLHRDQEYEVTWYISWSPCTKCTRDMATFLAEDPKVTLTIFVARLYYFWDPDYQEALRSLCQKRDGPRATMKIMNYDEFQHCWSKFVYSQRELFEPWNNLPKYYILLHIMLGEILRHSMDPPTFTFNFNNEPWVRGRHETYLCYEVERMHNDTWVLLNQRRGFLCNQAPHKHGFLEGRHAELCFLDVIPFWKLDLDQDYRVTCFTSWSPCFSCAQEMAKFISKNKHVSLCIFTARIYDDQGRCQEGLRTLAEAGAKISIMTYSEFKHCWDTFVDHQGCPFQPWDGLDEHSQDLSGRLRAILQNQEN
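HeLa cells stably expressing Vif and C-terminally eYFP-tagged A3G, seeded overnight at 37 deg C, then exposed to compound by pintool overnight at 37 deg C. Rise in yellow fluorescence (Ex 488/Em 500-530, Acumen) marks blocked Vif-driven A3G degradation.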
The depositor's hits bear a star; ? = inconclusive; . = not tested or not shown; [ ] = dose if it differs, or a comment. Unless noted, calls follow the shape of the dose curve; as a rule, active = well fitted curve in the direction sought with a large enough effect; inconclusive = small, poorly fitted or top-dose-only effect, or another doubt; inactive = no such curve, though single readings can be large; an effect the other way counts as inactive or inconclusive. This is a subset (hit frequency here may not be typical).

SMILES	LDHA block	IDH1 R132H inh	rTrxR1 inhibitor	RGS4 inh	TrxR1 substrate	USP1 inh	Vif-APOBEC3F blk	GRP78 ERSR act	Vif-A3G inh
O=C(COC(=O)c1ccc(Cl)nc1)NCCNC(=O)COC(=O)c1ccc(Cl)nc1	-14	-2%	4%	24%	-2%	-10%	-12%	-3%	4%
COc1ccc(/C=N/c2c(-c3ccco3)nc3ccccn23)cc1OC	37	6%	?	-35%	83%[activator]	-20%	-4%	-2%	-1%
O=C(Nc1ncc(S(=O)(=O)c2ccc([N+](=O)[O-])cc2)s1)c1ccccc1F	-1	12%	?	-20%[56.9 µM]	-9%	-18%	2%	2%	3%
Cc1ccc(/C=C/c2onc(C)c2S(=O)(=O)N2CCC(C(=O)NCc3ccc(N(C)C)cc3)CC2)cc1	1	-11%	4%[57.1 µM]	-22%	1%[57.1 µM]	18%	3%	-1%	-4%
Cc1c(C)c(C)c(S(=O)(=O)N2CCNCC2)c(C)c1C	-5	0%	-37%	-37%	-17%[57.1 µM]	-2%	-7%	-4%	-5%
O=C(Nc1ccc(-c2nc3ccc(NC(=O)c4cccs4)cc3[nH]2)cc1)c1cccs1	-9	7%	-6%	?	4%	?	-4%	-6%	-16%
Cc1ccc(CNC(=O)C2CCCN(Cc3cnn(-c4ccccc4)c3-n3cccc3)C2)cc1 (stereo unspecified)	-5	8%	-8%	-8%	-6%	-22%	4%	-3%	1%
CC1(C)Cc2c(sc3nc(N/N=C/c4ccccc4)[nH]c(=O)c23)CO1	-15	1%	27%	34%	127%[activator]	-7%	-18%	1%	-17%
O=C(COC(=O)c1ccc(Cl)nc1)NCc1ccc(F)cc1	-2	6%	4%	-23%	1%	-22%	1%	-2%	-2%
CCOC(=O)c1c(NC(=O)CCN2C(=O)c3cccc([N+](=O)[O-])c3C2=O)sc(C(=O)OC(C)C)c1C	0	-4%	-15%	-10%	-19%	-7%	6%	-5%	2%
Nn1c(SCC(=O)Nc2ccc3c(c2)OCCO3)nnc1-c1ccccn1	0	10%	5%	-3%	4%	-1%	-1%	2%	-5%
Cc1cccc2cc(C#N)c(NCCNC(=O)COc3ccccc3)nc12	-7	11%	82%[activator]	4%	41%[activator]	-3%	0%	-1%	1%
CCOC(=O)c1sc(=NC(=O)c2ccc(Br)cc2)n(C)c1C	-5	11%	-13%	26%	-9%	-9%	-6%	0%	0%
COc1ccc(CNC(=O)COc2ccc(Br)c(C)c2)cc1	-1	-8%	13%	13%	1%	-25%	1%	1%	-2%
COc1ccc(N(C(=O)CCC(=O)Nc2cc(C)on2)C(C(=O)NC2CCCC2)c2ccco2)cc1 (stereo unspecified)	0	-4%	7%[57.1 µM]	13%	7%[57.1 µM]	-18%	-21%	-1%	-3%
COC(=O)c1ccccc1NC(=O)CN(c1c(C)cccc1C)S(C)(=O)=O	-2	6%	14%	-21%	4%	-5%	-16%	-5%	1%
CCOc1ccc(CCNC(=O)CN(C)S(=O)(=O)c2ccc3c(c2)CCC(=O)N3)cc1OCC	-3	4%	1%	-14%	3%	-6%	7%	-3%	-7%
COc1ccc(/C(N)=N/OC(=O)Cc2ccc(C)cc2)cc1	-3	12%	12%[57.1 µM]	11%	8%[57.1 µM]	-22%	-1%	1%	-2%
COc1ccc2c(C)c(CCC(=O)NCCc3ccccc3OC)c(=O)oc2c1	-12	0%	34%	14%	47%[activator]	-17%	-1%	-4%	-2%
COc1ccc(C(=O)Nc2nc(-c3ccc(S(=O)(=O)N4CCOCC4)cc3)cs2)cc1	-5	11%	18%	?	10%	-26%	4%	2%	0%

2 of the compounds above, with two lines to a compound:
Sequence of screens – LDHA block	IDH1 R132H inh	rTrxR1 inhibitor	RGS4 inh	TrxR1 substrate	USP1 inh	Vif-APOBEC3F blk	GRP78 ERSR act	Vif-A3G inh
COC(=O)c1ccccc1NC(=O)CN(c1c(C)cccc1C)S(C)(=O)=O
 : -2	6%	14%	-21%	4%	-5%	-16%	-5%	1%
COc1ccc(/C(N)=N/OC(=O)Cc2ccc(C)cc2)cc1
 : -3	12%	12%[57.1 µM]	11%	8%[57.1 µM]	-22%	-1%	1%	-2%

Continued.
SMILES	LDHA block	IDH1 R132H inh	rTrxR1 inhibitor	RGS4 inh	TrxR1 substrate	USP1 inh	Vif-APOBEC3F blk	GRP78 ERSR act	Vif-A3G inh
CCN(CC)c1ccc(NC(=O)c2cc3c(OC)cccc3[nH]2)cc1	4	0%	14%[57.1 µM]	-13%	10%[57.1 µM]	-13%	-9%	0%	-3%
Cc1cccc(OCc2nnc(SC(C)C(=O)O)n2Cc2ccccc2)c1 (stereo unspecified)	-1	-6%	11%	11%	2%	-11%	-11%	-4%	-8%
Cc1cccc(-c2nsc(SCC(=O)Nc3ccc4c(c3)OCO4)n2)c1	3	4%	-1%	-47%	-7%	-18%	3%	5%	-7%
O=C(CC1C(=O)NCCN1Cc1c(F)cccc1Cl)NCCCOc1cccnc1 (stereo unspecified)	1	-8%	-31%	15%	-14%	-6%	-7%	6%	-3%
O=C(CSc1nnc(-c2ccc(F)cc2)o1)Nc1ccc(S(=O)(=O)N2CCCC2)cc1	1	5%	11%	-7%	4%[57.1 µM]	-17%	-1%	-4%	-7%
CCCc1cc(=O)[nH]c2nnc(SCC(=O)N3CC(C)OC(C)C3)n12 (stereo unspecified)	-6	-9%	10%[57.1 µM]	1%	6%[57.1 µM]	-17%	1%	-2%	1%
O=C(Nc1csnn1)c1csnn1	0	3%	-3%[2.29 µM]	-17%	0%[57.1 µM]	-11%	5%	-4%	-6%
COc1ccc(CCNC(=O)c2cc(C)oc2C)cc1OC	-5	6%	7%	-23%	4%	?	10%	-3%	1%
O=C(COc1cc(F)ccc1[N+](=O)[O-])NCCN1C(=O)CSC1=O	-7	2%	4%	29%	-2%	-10%	3%	-4%	2%
COc1ccc(NC(=S)N(CCC(C)C)C2CCN(C(C)=O)CC2)cc1	-6	-2%	12%	20%	1%	-15%	-11%	3%	1%
Cc1cc(C)c2c(=O)n(CC(=O)NCCCN3CCOCC3)sc2n1	-1	14%	-31%	-140%	-7%	-18%	-27%	-6%	3%
CCOC(=O)/C(=C/c1cn(C)c2ccccc12)NC(=O)c1ccccc1	-12	7%	3%	-26%	-6%	-12%	-2%	-3%	-8%
COC(=O)c1ccc[n+](CC(=O)Nc2ccc(OC(F)F)cc2)c1	-13	-3%	11%[57.1 µM]	?	2%	0%	4%	-2%	-3%
Cc1cccc(/C=N\NC(=O)c2ccccc2-n2cccc2)c1	-13	0%	7%[57.1 µM]	-13%	-1%[57.1 µM]	-7%	8%	1%	-2%
CCOc1ccc(NC(=O)CN(C)C(=O)c2cc(S(=O)(=O)N3CCCCC3)ccc2C)cc1OCC	-3	1%	-5%	-18%	-3%	-7%	7%	-5%	0%
COc1ccc(N2CCN(C(c3nnnn3C3CCCC3)C(C)C)CC2)cc1 (stereo unspecified)	-2	-10%	-5%[57.1 µM]	-3%	0%[57.1 µM]	-22%	-15%	3%	-1%
CCN(CC)C(=O)N1CCN(S(=O)(=O)c2c(C)cc(C)cc2C)CC1	-4	-4%	23%	11%	12%	-11%	-6%	-3%	-2%
CCOCCCNC(=O)c1cnc2sc(N3CCCCCC3)nn2c1=O	-8	-6%	6%[57.1 µM]	10%	51%[activator][57.1 µM]	-18%	8%	-3%	0%
COC(=O)C[C@@H]1C[C@H]2c3cc(NS(C)(=O)=O)ccc3O[C@H]2[C@H](CO)O1	-9	0%	.	.	.	-6%	-4%	-4%	-1%
O=C(CSc1nnc(-c2cccnc2)o1)Nc1ccc(Cl)cc1	-5	3%	23%	1%	4%	-25%	0%	0%	-8%
CCCCN(C)C(=O)C1CCC(=O)N(c2cc(OC)c(OC)c(OC)c2)C1c1ccc(OC)cc1 (stereo unspecified)	-6	6%	19%[57.1 µM]	10%	3%[57.1 µM]	8%	-11%	-2%	0%
O=C1NC(=O)C(CC(=O)N(Cc2cccs2)C2(C(=O)NC3CCCCC3)CCCCC2)N1 (stereo unspecified)	-3	-1%	8%	-33%	-5%	-2%	-5%	0%	3%
Cc1cccc(S(=O)(=O)N(C)C[C@@H]2OCc3cnnn3CCCC(=O)N([C@H](C)CO)C[C@H]2C)c1	-5	-1%	.	.	.	-12%	-8%	-5%	0%
COc1ccc2oc(C(=O)OCC(=O)N(Cc3ccccc3)C(C)(C)C)c(C)c2c1	0	-9%	19%	13%	7%	?	-1%	-3%	-8%
CC(C)Cn1c(N)c(C(=O)COC(=O)[C@H](C)NC(=O)c2ccccc2Cl)c(=O)n(C)c1=O	-3	6%	4%	11%	-6%	-15%	1%	-3%	-2%
Cn1c(Sc2ccc(C(F)(F)F)cc2[N+](=O)[O-])nnc1-c1ccccc1	8	0%	8%	5%	3%	-15%	-11%	0%	-3%
CC(C)=NOc1nc(N(C)C)nc(N(C)C)n1	-4	2%	-10%	14%	-5%	-4%	0%	-4%	1%
NNC(=O)/C(=C\c1cccs1)NC(=O)c1ccccc1	-6	5%	-2%	-7%	-6%	-19%	-4%	-3%	-2%

Compound activity: PubChem, National Center for Advancing Translational Sciences (NCATS)
